Source: PubChem (National Center for Advancing Translational Sciences (NCATS))
GALK inhibitor: qHTS Assay for Inhibitors of Human Galactokinase (GALK) | P51570 | Purified GALK, Kinase-Glo residual ATP luminescence | Potency, µM (highest dose often 57.5 µM), without a hit: at the top dose activity change, negative = inhibition, usual class: inhibitors | actives 0.007% (n = 270,000) | AID 1868, 2009; also: potency is read from the fitted curve at half-maximal effect; % is scaled to controls: 0 for no effect and ±100 for the full control effect
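ATP-depletion format; final 35 uM ATP, 100 uM D-galactose, 5 nM enzyme; pH 8.0 HEPES/Mg2+ buffer; 60 min RT; luminescence read 10 min after detection reagent.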
BCR signal inh: qHTS Assay to Find Inhibitors of Chronic Active B-Cell Receptor Signaling. ABC-DLBCL IkBa-CBG/CBR reporter, luminescence ratio, 4 h. Potency, µM (titrated, usually from 46.1 µM), for inactives: top-dose ratio change, negative = lower green/red ratio, hits mostly inhibitors. actives 0.05% (n = 340,000). AID 493014, 2011; active = well fitted inhibition curve with a large enough effect in the signal ratio, with a control signal flat, not every such curve was filed as active; inconclusive = small, poorly fitted or top-dose-only effect, or effect the other way, or a change in a side signal; the % refers to the signal ratio;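 also: potency is read from the fitted curve at half-maximal effect; plate controls were basal doxycycline-induced cells for no effect and cells given 10 µM MG132 for full effect; MG132 reads +100%, hits lower the ratio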
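Compounds up to 46 uM were incubated four hours with TMD8 cells whose green CBG68 luciferase is fused to IkappaBalpha; red CBR luminescence normalised the signal, and concentration-effect curves were fitted to fusion, red and ratio data.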
A-T KAP1 phos: qHTS Assay for Identifying a Potential Treatment of Ataxia-Telangiectasia; actives 0.19% (n = 320,000); Potency, µM (highest dose often 57.5 µM), inactives show top-dose activation, hits mostly activators; […] A-T fibroblasts, KAP-1 phosphorylation AlphaLISA; neocarzinostatin DNA damage 30 min before lysis; also: potency is read from the fitted curve at half-maximal effect; % of control where 0% means no effect; nearly all actives have a fitted effect of over 45% in size
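hTERT-immortalized A-T patient fibroblasts ([…]), 500 cells/well in OPTI-MEM, 1% FBS, got compounds for 60 min, then NCS for 30 min at 37C. Lysates were then assayed for phospho-KAP-1 by AlphaLISA (anti-pKAP1 donor, anti-KAP1 acceptor beads), 6 hr at 25C.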
CXXC DNA block: qHTS Fluorescence Polarization Assay for Inhibitors of MLL CXXC domain - DNA interaction; Histone-lysine N-methyltransferase 2A (Homo sapiens), Q03164; MLL-CXXC / FITC-HOXA9 DNA fluorescence polarization; Potency, µM (titrated, usually from 115 µM), inactives show top-dose activity change, negative = inhibition, usual class: inhibitors; actives 0.037% (n = 290,000); AID 2662, 2010; active = well fitted inhibition curve with a large enough effect in the polarisation, with a control signal flat, not every such curve was filed as active; inconclusive = small, poorly fitted or top-dose-only effect, or effect the other way, or a change in a side signal; inactive = no such curve, though single readings can be large or run the other way; the % refers to the polarisation; also: potency is read from the fitted curve at half-maximal effect
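Fluorescence polarization: 7 uM MLL-CXXC (stock) preincubated 5 min with compounds, then 50 nM fluorescein-HOX-A9 DNA (stock) added; 30 min ambient. Buffer 50 mM Tris-HCl pH 7.5, 50 mM NaCl, 1 mM DTT, 0.05% BSA.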
hERG WT inh: qHTS for Inhibitors of KCHN2 3.1: Wildtype qHTS; actives 0.37% (n = 340,000); Voltage-gated inwardly rectifying potassium channel KCNH2 (Homo sapiens), Q12809; U2OS, BacMam KCNH2, thallium flux FluxOr; active compounds read low; activity change, % at 1.84 µM;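 active = maximum activity change below -70%; inconclusive = maximum activity change between -70% and -50%; inactive = maximum activity change above -50%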; also: % is scaled to controls: 0 for no effect and ±100 for the full control effect
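U2OS cells were transduced with wild-type KCNH2 virus (2.03 x 10^8 / mL) for 4 h at room temperature, then cultured overnight at 37 C. Thallium flux was read with FluxOr dye. Rate constants were normalized to DMSO controls.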
Giardia killer: Small Molecules that selectively kill Giardia lamblia: qHTS; AID 540267, 2011; actives 0.15% (n = 340,000); activity change, % at 7.66 µM, hits read low; Giardia lamblia trophozoite viability; in the data active = activity change below about -80%; inconclusive = between about -30% and that limit;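 also: parasites exposed to compound for two days anaerobically before the ATP read; % is scaled to controls: 0 for no effect and ±100 for the full control effect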
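Trophozoites 100 cells/well + cpd; 48 hrs, 37 deg C, anaerobic. ATPLite 1-Step added, 15-30 min RT, luminescence read (ATP-based viability).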
TCR act: Activators of T cell receptors: qHTS campaign; AID 504894, 2011; Potency, µM (doses to about 9.22 µM), for inactives: top-dose activation of IL-2 secretion, usual class: activators; 330,000 tested, under 10 active; primary human leukocytes, anti-CD3, IL-2 HTRF, 48 h; also: % of control where 0% means no effect
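Human primary leukocytes + a-CD3 beads + cpd, 48 hr; IL-2 in supernatant by HTRF (ex 320nm / em 665nm). No co-stimulatory signal supplied.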
TSHR antagonist: Antagonists of the Thyroid Stimulating Hormone Receptor: HTS campaign; Thyrotropin receptor (Homo sapiens), P16473; TSHR-expressing cells, TSH-stimulated cAMP HTRF, 2 h; active compounds read low; activity change, negative = inhibition, % at 11.5 µM; actives 0.2% (n = 330,000); AID 504810, 2011;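 active = activity change below a set negative limit, meaning inhibition stronger than a set level, cut at about -70% in these data; inconclusive = activity change between two set negative limits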; also: % is scaled to controls: 0 for no effect and ±100 for the full control effect
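Cell-based HTRF cAMP assay; TSHR cells + compound, TSH EC80 (4nM final), 2 h, 37 deg C. Lysis with anti-cAMP cryptate and cAMP-d2, 30 min RT, read 665/620 nm.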
FBPA coupling cs: qHTS Assay for Inhibitors of Fructose-1,6-bisphosphate Aldolase from Giardia Lamblia: Coupling assay counterscreen | coupling enzyme system counterscreen, AmpLite Red fluorescence | activity change, negative = inhibition, % at 58.2 µM, hits read low | actives 0.67% (n = 290,000); in the data active = activity change below about -30%; also: % is scaled to controls: 0 for no effect and ±100 for the full control effect
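Counterscreen lacking aldolase: glyceraldehyde-3-phosphate coupling-enzyme reagent preincubated 10 min at RT with compound (at 57.5 uM final), then substrate/coupling system with AmpLite Red added; fluorescence read at 525/598 nm after 20 min RT.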
Tb PFK inh: qHTS Assay to Find Inhibitors of T. brucei phosphofructokinase; ATP-dependent 6-phosphofructokinase (Trypanosoma brucei brucei), O15648; T. brucei PFK, ADP-Glo luminescence; Potency, µM (titrated, usually from 57.5 µM), inactives show top-dose activity, negative = inhibition, hits mostly inhibitors; actives 0.17% (n = 330,000); AID 485367, 2010;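 also: potency is read from the fitted curve at half-maximal effect; 0% = uninhibited 1x PFK enzyme wells and -100% = no-enzyme wells; nearly all actives have a fitted effect of over 60% in size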
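Activity is normalized to no-enzyme wells (full inhibition) and 1.25 nM enzyme wells (no inhibition). Reaction: 0.5 mM F6P, 0.1 mM ATP, 45 min RT, ADP-Glo luminescence; concentration-response curves fitted and classed by quality.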
Numbers without * were called inactive; ? = inconclusive; . = no result given; [ ] = remark or other dose. Unless noted, calls follow the shape of the dose curve; as a rule, active = well fitted curve in the direction sought with a large enough effect; inconclusive = small, poorly fitted or top-dose-only effect, or another doubt; inactive = no such curve, though single readings can be large; an effect the other way counts as inactive or inconclusive.

Each structure is followed by: GALK inhibitor	BCR signal inh	A-T KAP1 phos	CXXC DNA block	hERG WT inh	Giardia killer	TCR act	TSHR antagonist	FBPA coupling cs	Tb PFK inh
COc1ccc(-n2nnnc2SCC(=O)Nc2ccc3c(c2)OCCO3)c(OC)c1
→ 2%	-4%	6%	4%	3	14	.	-7	3	0%
Cc1ccccc1N=C1Nc2ccccc2CS1
→ 0%	?	-1%	3%	-19	-5	7%	-10	-2	-2%
O=C(CSc1nc(=O)n(CCCN2CCOCC2)c2c1CCC2)Nc1ccccc1F
→ .	-3%	-8%	.	-3	-4	6%	.	.	-8%
C/C(=N\NC(=O)c1ccccc1C)c1cccc([N+](=O)[O-])c1
→ 1%	?	1%	-10%	-1	17	-6%	0	-2	2%
COc1ccccc1OC(=O)c1cc2ccccc2oc1=O
→ -2%	?	6%	-4%	1	-7	2%	-8	0	7%
Cc1ccc(-n2c(Cc3cccc4ccccc34)n[nH]c2=S)c(C)c1
→ -1%	?	4%	-17%	-1	-3	-2%	-2	-3	-2%
CCOc1ncccc1C(=O)Nc1ccc(Cl)c(S(=O)(=O)N2CCCC2)c1
→ -2%	?	2%	1%	-5	-8	.	8	0	-4%
CC(C)CC(NC(N)=O)C(=O)OCC(=O)Nc1ccc(SC(F)F)cc1 (stereo not given)
→ 4%	2%	-2%	?	-5	-1	-2%	-6	-1	11%
O=C(NNC(=O)C1CCN(Cc2ccccc2)CC1)c1cccc(Cl)c1
→ 1%	?	-5%	2%	-9	5	-5%	2	0	-9%
CC(=O)Cc1nsc(NC(=O)c2ccc(COc3ccc(C)cc3)o2)n1
→ 9%	-2%	4%	2%	0	2	-17%	-8	12	-3%
Cc1ccc2cc3c(nc2c1)N(Cc1ccco1)CC3
→ 0%	13%	15%	-4%	-8	1	4%	3	-1	?
CSc1ccc(CN(C)CC(=O)N(C)CC(=O)Nc2ccccc2Br)cc1
→ .	-9%	9%	.	17	-4	1%	-3	.	7%
O=C(C1CCN(S(=O)(=O)c2ccc(Br)s2)CC1)N1CCN(C2CCCCC2)CC1
→ 4%	?	-2%	1%	10	4	7%	-3	4	-6%
CC(C)(C)NC(=O)Cn1nnnc1-c1nonc1N
→ -1%	-6%	2%	5%	8	3	3%	5	2	1%
O=C(COc1ccc([N+](=O)[O-])cc1)Nc1ccc2[nH]c(=O)[nH]c2c1
→ .	-4%	0%	.	13	0	1%	2	.	0%
COC(=O)CSc1nnc(CNS(=O)(=O)c2ccc(Cl)cc2)n1C
→ -4%	11%	4%	-3%	-6	-4	-14%	-2	-2	0%
COc1ccc(-c2cc(C(=O)NCCCN3CCCC3=O)c3ccccc3n2)cc1
→ .	1%	7%	.	-6	38[activator]	-4%	-5	.	-3%
Cc1[nH]n(-c2ccccc2)c(=S)c1C=NCCCN=Cc1c(C)[nH]n(-c2ccccc2)c1=S
→ 3%	?	-2%	-3%	-21	15	4%[46.1 µM]	33	-6	-21%
CCCCc1c(C)nc(N)[nH]c1=O
→ -3%	-2%	.	4%	-12	16	-11%	2	1	1%
Cc1cc(C)c(N)c(C(=O)O)c1
→ -3%	?	0%	-4%	3	-1	2%	7	-1	1%

Compound profiles, from the list above. Values in the order: GALK inhibitor	BCR signal inh	A-T KAP1 phos	CXXC DNA block	hERG WT inh	Giardia killer	TCR act	TSHR antagonist	FBPA coupling cs	Tb PFK inh
O=C(CSc1nc(=O)n(CCCN2CCOCC2)c2c1CCC2)Nc1ccccc1F as listed: .	-3%	-8%	.	-3	-4	6%	.	.	-8%
Cc1ccc(-n2c(Cc3cccc4ccccc34)n[nH]c2=S)c(C)c1 as listed: -1%	?	4%	-17%	-1	-3	-2%	-2	-3	-2%
Cc1cc(C)c(N)c(C(=O)O)c1 as listed: -3%	?	0%	-4%	3	-1	2%	7	-1	1%
CCOc1ncccc1C(=O)Nc1ccc(Cl)c(S(=O)(=O)N2CCCC2)c1 as listed: -2%	?	2%	1%	-5	-8	.	8	0	-4%
Cc1[nH]n(-c2ccccc2)c(=S)c1C=NCCCN=Cc1c(C)[nH]n(-c2ccccc2)c1=S as listed: 3%	?	-2%	-3%	-21	15	4%[46.1 µM]	33	-6	-21%

New compounds follow.
Each structure is followed by: GALK inhibitor	BCR signal inh	A-T KAP1 phos	CXXC DNA block	hERG WT inh	Giardia killer	TCR act	TSHR antagonist	FBPA coupling cs	Tb PFK inh
Cc1cc(CNC(=O)C2CCC(=O)N(Cc3cccc(C(F)(F)F)c3)C2)no1 (stereo not given)
→ -3%	1%	-6%	-3%	-10	-1	-1%	19	-2	1%
COC(=O)CCSc1nccn1Cc1ccccc1
→ 7%	.	.	4%	-9	-19	-6%	.	1	.
NC(=O)c1nsc(C(=O)N(c2cccc(F)c2)C(C(=O)NCC2CCCO2)c2cccs2)c1N (stereo not given)
→ 0%	-4%	0%	1%	12	-24	5%	0	-1	-3%
COc1cccc(NC(=O)c2cnsn2)c1
→ 1%	?	.	3%	-4	-5	3%	15	0	0%
CC(Sc1nnc(-c2cccs2)n1-c1ccccc1)C(=O)NCc1ccc2c(c1)OCO2 (stereo not given)
→ 3%	11%	-2%	1%	-2	0	-10%	4	3	0%
COc1ccccc1NC(=O)N(Cc1ccc2c(c1)OCO2)Cc1nc2ccccc2c(=O)[nH]1
→ 3%	1%	-3%	10%	-25	12	8%	3	1	-3%
CN(/C(=N/S(=O)(=O)c1ccccc1)c1ccccc1)S(=O)(=O)c1ccccc1
→ 1%	7%	-2%	-6%	-22	-1	9%[46.1 µM]	3	-3	-1%
COc1ccc(C(=O)NNC2=C(C(=O)C(F)(F)F)CCC2)cc1
→ -1%	?	-5%	-5%	-3	4	-1%	0	-1	4%
CC1CCc2c(C(=O)NCCCN3CCOCC3)csc2C1 (stereo not given)
→ 0%	?	.	-1%	-11	5	1%	38	1	1%
CC1Cc2ccccc2N1C(=O)NC1CC(=O)N(c2ccc3c(c2)OCCO3)C1 (stereo not given)
→ 2%	?	3%	-2%	-9	-15	-9%	4	0	-2%
COc1cccc(-c2c(C(=O)N/N=C/c3ccc(C)s3)nnn2-c2nonc2N)c1
→ -1%	4%	0%	6%	6	4	0%	-15	-26	-7%
N#Cc1c(-c2ccc(F)cc2)noc1N
→ -2%	?	4%	-11%	-6	-16	1%	22	2	1%
CC(C)Oc1ccc(C2NC(=O)NC2=O)cc1 (stereo not given)
→ 2%	9%	.	-19%	-9	8	6%	11	2	0%
CCN(CC)CCNC(=O)C12CC3CC(CC(C3)C1)C2
→ 0%	-15%	11%	1%	-22	2	-6%	4	1	0%
Cc1cccc(C(=O)Nc2nnc(Cc3c[nH]c4ccccc34)s2)c1
→ 3%	?	0%	3%	4	3	2%	4	-1	-3%
Cc1ccc(NC(=S)N2CCN(S(=O)(=O)c3ccccc3)CC2)cc1
→ -1%	5%	8%	-8%	-7	-19	1%	-12	.	2%
Cn1c(NC(=O)COc2ccccc2)cc(=O)n(C)c1=O
→ -3%	3%	-2%	3%	6	4	0%	7	3	-7%
NC(=O)C1CC(=O)N(Cc2ccc3c(c2)OCO3)C(=Nc2ccccc2)S1 (stereo not given)
→ 13%	-6%	7%	5%	-9	23	8%	-10	0	-11%
CN(CC1CCOCC1)C(=O)c1ccc2nc(Cc3cccc(Cl)c3)oc2c1
→ 0%	-5%	-2%	4%	0	11	-1%	6	.	?
Nc1c(Cl)ncnc1N1CCN(c2ncnc(Cl)c2N)CC1
→ .	?	-6%	-5%	.	70[activator]	-10%	2	0	2%
CCCOc1ccc(C(=O)Nc2cccnc2)cc1
→ 2%	-14%	5%	0%	-3	-3	.	3	-3	1%

Given as labelled records: 2 of the compounds above.
Molecule: CC(=O)Cc1nsc(NC(=O)c2ccc(COc3ccc(C)cc3)o2)n1
  GALK inhibitor = 9%
  BCR signal inh = -2%
  A-T KAP1 phos = 4%
  CXXC DNA block = 2%
  hERG WT inh = 0
  Giardia killer = 2
  TCR act = -17%
  TSHR antagonist = -8
  FBPA coupling cs = 12
  Tb PFK inh = -3%
Molecule: Cc1ccc2cc3c(nc2c1)N(Cc1ccco1)CC3
  GALK inhibitor = 0%
  BCR signal inh = 13%
  A-T KAP1 phos = 15%
  CXXC DNA block = -4%
  hERG WT inh = -8
  Giardia killer = 1
  TCR act = 4%
  TSHR antagonist = 3
  FBPA coupling cs = -1
  Tb PFK inh = ?
